HepG2 viability: qHTS for Inhibitors of TGF-b: Cytotox Counterscreen; HepG2 CAGA-GFP viability, ATP luminescence, 18 h; Potency, µM (top dose mostly 46.1 µM), for the others: top-dose activity change, negative = cytotoxicity, actives largely listed as cytotoxic; actives 0.76% (n = 410,000); AID 588856, 2011; note: potency is the fitted concentration of half-maximal effect; some results filed as inactive show a strong effect at the top dose
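HepG2 CAGA-GFP cells (1000/well, DMEM with 1% FBS) received compound, then TGF-beta at 500 pg/mL final, and were incubated 18 hours at 37 degrees C. Viability was read by CellTiter-Glo luminescence. Media-only wells were set as complete cell-killing and DMSO as no toxicity.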
MCF10A rereplic: A quantitative high throughput screen for small molecules that induce DNA re-replication in MCF 10a normal breast cells | MCF 10A DNA re-replication, Hoechst nuclear intensity, 48 h | Potency, µM (doses to about 46.1 µM), for inactives: at the top dose activity, positive = re-replication, usual class: activators | actives 2.9% (n = 350,000) | AID 624296, 2012; note: potency is the fitted concentration of half-maximal effect; % of control where 0% means no effect; nearly all actives have a fitted effect of over 50% in size
TGFb SMAD3 inh: qHTS for Inhibitors of TGF-b; AID 588855, 2011; HepG2 CAGA-GFP TGF-b/SMAD3 reporter, GFP fluorescence, 18 h; TGF-beta stimulated, 500 pg/mL final; actives 1.2% (n = 410,000); Potency, µM (series often up to 46.1 µM), for inactives: at the top dose activity, negative = inhibition, hits mostly inhibitors; note: potency is the fitted concentration of half-maximal effect; % is set by controls: 0 for no effect and ±100 for the full control effect; nearly all actives have a fitted effect of over 65% in size
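Per well, imaged GFP fluorescence of HEPG2 CAGA-GFP cells gives the signal; cells get compound, then TGF-beta (500 pg/mL final), 18 h at 37 degrees C; %Activity versus -TGF-beta and +DMSO controls.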
Nrf2 inh: Nrf2 qHTS screen for inhibitors; AID 504444, 2011; actives 2.1% (n = 360,000); A549 ARE-Fluc reporter, luciferase luminescence, 18-24 h; Potency, µM (titrated, usually from 46 µM), for inactives: at the highest dose activity change, negative = inhibition, usual class: inhibitors; note: potency is the fitted concentration of half-maximal effect; % is set by controls: 0 for no effect and ±100 for the full control effect; nearly all actives have a fitted effect of over 60% in size
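Two sequential reads on A549 ARE_Fluc cells exposed to compound for 18-24 h: a CellTiter-Fluor fluorescence read for viability, then a luciferase luminescence read for Nrf2/ARE activity.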
Nrf2 activator: qHTS of Nrf2 Activators. AREc32 ARE-luciferase reporter (MCF7-derived line), luminescence, 24 h. actives 0.31% (n = 410,000). Potency, µM (top dose mostly 46.1 µM), without a hit: at the highest dose activation, usual class: activators; note: potency is the fitted concentration of half-maximal effect; % of control where 0% means no effect; nearly all actives have a fitted effect of over 65% in size
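Steps: seed AREc32_Fluc cells (1000/well, 5% FBS OPTI-MEM); incubate overnight at 37 deg C; add 23 nL compound; incubate 24 hr; add Steady-Glo; hold 30 min RT; read luminescence.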
ATXN viability: Viability Counterscreen for Primary qHTS for Inhibitors of ATXN expression; S2 cells (HEK-293 line with an ATXN2-luciferase reporter) viability, CellTiter-Fluor protease fluorescence, 24 h; Potency, µM (highest dose often 56.7 µM), hits mostly cytotoxic; actives 0.49% (n = 400,000); note: potency is the fitted concentration of half-maximal effect; nearly all actives have a fitted effect of over 40% in size
A549 viability: Nrf2 qHTS screen for inhibitors: counterscreen for cytotoxicity. actives 0.16% (n = 390,000). Potency, µM (highest dose often 46 µM), inactives show at the top dose activity change, negative = cytotoxicity, most hits filed as inhibitors. A549 ARE-Fluc cells, CellTiter-Fluor viability, 18-24 h. AID 504648, 2011; note: potency is the fitted concentration of half-maximal effect; % is set by controls: 0 for no effect and ±100 for the full control effect
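Cytotoxicity counterscreen: CellTiter-Fluor fluorescence was measured in A549 ARE_Fluc cells after 18-24 h of compound exposure in a concentration series. The subsequent BugLite luminescent read reports ARE-luciferase activity.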
IL-1B inflam inh: qHTS for Inhibitors of Inflammasome Signaling: IL-1-beta AlphaLISA Primary Screen | AID 743279, 2014 | activity change, % at 57.5 µM | THP-1 LPS/ATP IL-1B secretion, AlphaLISA, 16 h; stronger effect = lower value | actives 4.7% (n = 360,000); in the data active = activity change below about -50%; inconclusive = mostly about -30% to -49%; note: % is set by controls: 0 for no effect and ±100 for the full control effect
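Secreted IL-1B measured by AlphaLISA bead assay after 16 h compound exposure of THP-1 cells; compounds (final up to 57.5 uM) added 1 h before LPS (250 ng/mL) and ATP (1.25 mM) stimulation; lower signal means less secretion.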
ATXN2 expr inh: Primary qHTS for Inhibitors of ATXN expression | HEK-293 ATXN2-luciferase reporter, luminescence, 24 h | Potency, µM (series often up to 57 µM), inactives show at the top dose activity change, negative = inhibition, actives largely listed as inhibitors | actives 0.72% (n = 360,000) | AID 1745845, 2022; note: potency is the fitted concentration of half-maximal effect; % is set by controls: 0 for no effect and ±100 for the full control effect; nearly all actives have a fitted effect of over 55% in size
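qHTS (up to 57 uM final) was run with 24 h compound exposure of reporter cells at 37 °C. Each well was multiplexed: SteadyGlo luminescence measured ATXN2-luciferase expression after a fluorogenic Gly-Phe-AFC viability readout (25 uM final).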
* hit, by the source's call; i = inactive; u = inconclusive; x = not tested or not shown; & = joins results of further samples; [ ] = another dose, or the depositor's remark. Unless noted, calls come from the whole dose curve; as a rule, active = well fitted curve in the direction sought with a large enough effect; inconclusive = small, poorly fitted or top-dose-only effect, or another doubt; inactive = no such curve, though single readings can be large; an effect the other way counts as inactive or inconclusive.

Each structure is followed by: MCF10A rereplic, Nrf2 inh, ATXN2 expr inh, ATXN viability, HepG2 viability, Nrf2 activator, IL-1B inflam inh, TGFb SMAD3 inh, A549 viability
> COc1cc(C(CCN2CCCCC2)c2c(OC)cc(OC)c3c(-c4ccccc4)cc(=O)oc23)cc(OC)c1OC (stereo unspecified)
    1%, 6%&2%, u, 25µM*, -80%&-86%, 5.1%, u, u, -17%&1%
> Cc1ccc(-c2nc(CS(=O)CC(=O)NCc3ccc(F)cc3)c(C)o2)cc1 (stereo unspecified)
    5%, -1%, x, i, -41%, -0.2%, -11, u, -5%
> CCOC(=O)c1cnc(SC2CC(=O)N(c3cccc(OC)c3)C2=O)nc1N (stereo unspecified)
    -2%, 11%, 0%, i, -1%, 0.6%, 23, -5%, 6%
> O=C(NC1CCS(=O)(=O)C1)c1cnccn1 (stereo unspecified)
    -1%, 0%, x, i, 1%, 0.5%, -13, -1%, 0%
> O=C(Oc1coc(CSc2ncccn2)cc1=O)c1cccc([N+](=O)[O-])c1
    -2%, -20%, -3%, i, -22%, -0.1%, 56, 3%, 1%
> CCOc1ccc(CNC(=O)c2cc3ccccn3n2)cc1
    x, u, 65%[activator], i, -28%, 4.1%, x, -23%, 14%
> CCN(CC)C(=S)SCC(=O)Nc1ccc(F)cc1
    -4%, 17%, 15%, i, 3%, 2.1%, -26, 12%, 3%
> CCOc1ccc(NC(=O)COC(=O)C23CC4CC(CC(C4)C2)C3)c([N+](=O)[O-])c1
    2%, 0%, 4%, i, 1%, 0.2%, 12, -15%, 1%
> Cc1ccc(-c2nc3ccccn3c2NC(=O)c2ccco2)cc1
    -2%, -13%, 5%, i, -2%, -0.3%, -7, 16%, -12%
> COc1ccc(-c2ccc(CN3C(C)C(=O)N(Cc4cn(CCC5OCCO5)nn4)CCS3(=O)=O)cc2)cc1OC (stereo unspecified)
    x, x, -7%, u, -11%, 0.1%, 20, 4%, x
> Cc1ccsc1/C=N/Nc1ncnc2nc[nH]c12
    0%, 1%, x, i, 0%, -0.4%, 81, -12%, 0%
> c1coc(-c2nc3c4c5c(sc4ncn3n2)CCCC5)c1
    20%, 5%, -1%, i, 1%, 22%, 9, 4%, 0%
> CC(/C=C/c1ccccc1F)=N\NC(=O)c1ccc(Cl)cc1
    u, -8%, u, u, -12%, 0.4%, 0, -3%, 2%
> N#C/C=C\Oc1ccc(Cl)cc1N
    14%, u, 14%, i, -32%, u, -10, u, -2%
> CN(CCc1ccccn1)C1CCCN(S(=O)(=O)c2ccc(F)c(Cl)c2)C1 (stereo unspecified)
    6%, -6%, -2%, i, -7%, 0.2%, -11, -20%, 1%
> Cc1ccc(Cn2cc(CN3CC(N4CCN(Cc5ccccc5F)CC4)CS3(=O)=O)nn2)cc1 (stereo unspecified)
    x, x, -18%, i, x, 3.8%, -2, x, x
> O=C(CN1C(=O)NC2(CCCCCC2)C1=O)c1ccc(Cl)s1
    10%, 2%, 10%, i, 6%, 3.1%, 0, 13%, -10%
> O=C(OCc1c(F)cccc1Cl)c1cc([N+](=O)[O-])ccc1N1CCOCC1
    4%, u, -27%, i, -17%, 3.1%, u, -17%, -16%
> CN(C(=O)c1nn(C)c2c1CS(=O)(=O)c1ccccc1-2)c1cccc(Cl)c1
    0%, 3%&10%, 6%&1%, i, 3%&8%, 0.3%&3.4%, 1, 3%&23%, -13%&2%
> CCOC(=O)N1CCN(C(=O)C(NC(=O)C2CCC(C)CC2)C(C)C)CC1 (stereo unspecified)
    2%, 10%, -4%, i, 0%, -0.2%, -3, -5%, -1%
> CCOc1ccccc1Nc1nc2ccc(C)cc2n2cnnc12
    0%, 7%, -1%, i, -10%, 5.8%, 0, -7%, 1%
> O=C(NCc1n[nH]c(=S)n1-c1cccc(C(F)(F)F)c1)c1ccc(S(=O)(=O)N2CCCCC2)cc1
    10%, 0%, -8%, x, 4%, -0.2%, 17, 11%, 2%
> CSc1ccccc1NC(=O)CN(c1cc(C)cc(C)c1)S(C)(=O)=O
    -2%, -14%, -1%, i, -27%, 0.6%, 0, 9%, 8%
> O=C(Cc1ccc([N+](=O)[O-])cc1)Nc1cccnc1
    -6%, -27%, 2%, i, 0%, 0.3%, 8, 6%, -7%
> COc1ccccc1N=Nc1c(C)[nH][nH]c1=O
    -5%, -9%, 2%, u, -20%, 0.4%, -8, -21%, -13%
> O=C1CSc2ccc(S(=O)(=O)N3CCN(c4ccccc4)CC3)cc2N1
    3%, -2%, x, i, -7%, 0.9%, 11, -15%, 0%
> O=C(Nc1ccc2nc(-c3ccccc3)[nH]c2c1)c1cccs1
    4%, u, 29%, i, -54%, 2.8%, -65*, u, -1%
> COc1cccc(NC(=O)CN(C)C(=O)c2cc(-c3ccc(F)cc3)nc3ccccc23)c1
    u, u, -32%, u, -28%, -0.1%, -62*, -13%, u
> O=C(Nc1ccc2nc(SCC(=O)N3CCOCC3)sc2c1)c1cccc(Br)c1
    x, u, x, x, -39%, -1.6%, x, 0%, -20%
> COc1ccccc1OCC(=O)Nc1nc(-c2ccc(Br)cc2)ns1
    x, 2%, x, x, -2%, 3.2%, x, -15%, -1%
> CCOC(=O)C(NC(C)=O)C(=O)O (stereo unspecified)
    -3%, 8%, -6%, i, 15%, 0.3%, 6, 17%, -6%
> Cc1nc2cc(C)c(C)cc2o1
    -3%, u, 13%, i, -31%, 0.0%, 3, 0%, 0%
> O=C(NNC1=Nc2ccccc2SC1)c1ccccc1F
    2%, u, u, i, 11%, 29%, -12, 2%, -11%
> CC(C)N1CCC(N2CCN(C3CCCC3)CC2CCO)CC1 (stereo unspecified)
    1%, 10%, -29%, i, 6%, 0.3%, -5, 12%, 0%
> CN(C)c1cccc(C(=O)n2cc(C(=O)c3cc(F)ccc3O)cn2)c1
    -2%, 13%, 53%[activator], i, 4%, 0.4%, -12, 17%, 0%
> O=S(=O)(c1ccc(Cl)cc1)N1CCN(Cc2c[nH]c3ccccc23)CC1
    -1%, -16%, x, x, 2%, -0.1%, 4, -9%, -3%
> CCOC(=O)c1sc(C)c2c(=O)n(CCc3ccccc3)nnc12
    3%, 7%, -9%, i, 7%, 0.4%, 0, 6%, 3%
> CN(C)CC/C=C1\c2ccc(F)cc2Sc2cc(F)c(Cl)cc21
    u, 15%, x, u, 18µM*, -3.9%, -61*, u, 10%
> Cc1ccc(-n2nc3c(c2NC(=O)c2ccco2)CS(=O)(=O)C3)cc1
    0%, 2%, -2%, i, 8%, -0.7%, -16, -12%, 4%
> Cc1cc(=O)n(Cc2ccco2)c(=S)[nH]1
    x, x, x, i, -11%, -0.2%, -13, 0%, x

Some of these compounds in order of the IL-1B inflam inh value, high to low.
SMILES	IL-1B inflam inh
O=C(Cc1ccc([N+](=O)[O-])cc1)Nc1cccnc1	8
CCOC(=O)C(NC(C)=O)C(=O)O (stereo unspecified)	6
CCOC(=O)c1sc(C)c2c(=O)n(CCc3ccccc3)nnc12	0

More structures:
Each structure is followed by: MCF10A rereplic, Nrf2 inh, ATXN2 expr inh, ATXN viability, HepG2 viability, Nrf2 activator, IL-1B inflam inh, TGFb SMAD3 inh, A549 viability
> C=CCOc1ccc(C2/C(=C(\O)c3ccc4c(c3)CC(C)O4)C(=O)C(=O)N2CCN2CCOCC2)cc1OCC (stereo unspecified)
    0%, 24%, -16%, i, 6%, 13%, 0, -5%, 3%
> COc1cc(-c2cc(C(=O)Nc3cc(S(=O)(=O)N4CCOCC4)ccc3O)c3ccccc3n2)cc(OC)c1OC
    14%, -14%, -13%, i, -14%, -0.2%, -6, -28%, -13%
> CN(C)c1ccc(C=NNC(=S)Nc2ccc(F)cc2)cc1
    21µM*, u, 50%[activator], i, -3%, 3.2%, u, 0%, u
> Cc1ccc(C=NNc2ccc([N+](=O)[O-])cn2)cc1
    19%, 13%, 57%[activator], i, -15%, 6.7%, -10, 3%, u
> O=C(OCC(=O)N1CCc2ccccc21)c1ccccc1
    10%, u, 12%, i, 17%, 14%, 5, 0%, -2%
> COC(=O)CC1C(=O)NCCN1C(=O)c1ccc(Cl)cc1 (stereo unspecified)
    -28%, -6%, -3%, i, -24%, -0.2%, 4, -1%, 1%
> S=C(NCCCN(Cc1ccc(Cl)cc1)c1ccc(-c2ccccc2)cn1)NCCCN(Cc1ccc(Cl)cc1)c1ccc(-c2ccccc2)cn1
    x, 18%, x, x, 0%, x, x, 6%, 4%
> CCN(CC)CCCN1C(=O)C(=O)/C(=C(/O)c2c(C)nc3ccccn23)C1c1ccc(C)o1 (stereo unspecified)
    0%, 6%, x, i, 1%, -0.5%, -3, -7%, -6%
> CC(C)(C)C(=O)Nc1cccc(-c2cc(-c3c(Cl)cccc3Cl)no2)c1
    u, u, 2%, i, -53%, -0.5%, x, -24%, 1%
> Fc1ccc2nc(N3CCOCC3)sc2c1
    2%, u, 25%, i, 2%, 3.4%, 1, 13%, 1%
> COc1ccc(-c2ccc3c(c2)c(Sc2ccccc2)c(-c2ccccc2)n3C)cc1
    x, x, -1%, i, x, -0.5%, 22, x, x
> COc1ccccc1OCC(=O)NCC1CCCN(C(=O)c2ccccc2SC)C1 (stereo unspecified)
    19%, 9%, -5%, i, -2%, -0.4%, 14, -21%, -2%
> COc1ccc(C(=O)N/N=C(/C)c2ccc(N3CCCCC3)cc2)cc1
    0%, u, 39%[activator], i, 3%, 4.2%, -7, 14%, 3%
> O=C(CN1CCCC1)Nc1ccc(NC(=O)Nc2ccccc2Cl)cc1
    3%, u, 17%, i, 11%, 7.0%, u, 73%[activator], -6%
> COc1ccc2[nH]c3c(=O)n(CCc4ccccc4)cnc3c2c1
    14%, 7%, 4%, i, 0%, 0.2%, 6, 8%, -3%
> COc1ccc(CNC(=O)Cn2c(=O)nc(-c3ccccc3F)c3cc(Cl)ccc32)cc1
    x, x, x, x, 3%, 0.2%, x, -2%, -14%

Bioassay records (PubChem BioAssay)
